PI4K2A block: qHTS for small molecular inhibitors of PI4K2A | purified PI4K2A, ADP-Glo luminescence, 1 h; stronger effect = lower value | Phosphatidylinositol 4-kinase type 2-alpha (Homo sapiens), Q9BTU6 | actives 0.13% (n = 420,000) | activity change, negative = inhibition, % at 76.9 µM; in the data active means activity change below about -50%;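 further: -100% = wells without enzyme as full effect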
Target sequence (Q9BTU6 whole entry, looked up): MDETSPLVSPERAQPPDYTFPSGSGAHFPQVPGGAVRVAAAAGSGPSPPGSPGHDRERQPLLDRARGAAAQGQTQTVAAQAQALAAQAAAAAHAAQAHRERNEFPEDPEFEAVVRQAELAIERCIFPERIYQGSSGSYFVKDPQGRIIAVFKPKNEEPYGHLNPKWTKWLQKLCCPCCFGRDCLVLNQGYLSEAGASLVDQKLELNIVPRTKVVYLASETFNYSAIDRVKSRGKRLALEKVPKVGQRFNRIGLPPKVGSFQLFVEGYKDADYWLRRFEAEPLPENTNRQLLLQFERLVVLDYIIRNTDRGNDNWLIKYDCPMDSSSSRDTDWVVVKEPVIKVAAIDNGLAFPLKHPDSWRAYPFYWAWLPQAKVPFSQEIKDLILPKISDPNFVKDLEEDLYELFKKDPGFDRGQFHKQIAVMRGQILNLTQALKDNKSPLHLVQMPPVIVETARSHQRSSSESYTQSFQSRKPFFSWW
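Compounds are screened against recombinant PI4K2A using PI as substrate and ATP, the latter dispensed at 300 microM. Reactions run one hour at ambient temperature before ADP-Glo detection; full inhibition defined by wells lacking enzyme.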
LDHA inh: qHTS assay for inhibitors of human lactate dehydrogenase | purified LDHA, NADH/diaphorase-resazurin fluorescence; stronger effect = lower value | L-lactate dehydrogenase A chain (Homo sapiens), P00338 | actives 0.15% (n = 480,000) | activity change, % (values are at about 110 or 230 µM); in the data active means activity change below about -30%;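 further: plate controls were DMSO wells for no effect and wells without enzyme for full effect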
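Remaining NADH was detected by diaphorase (0.133 mg/mL) converting 37 µM resazurin to fluorescent resorufin, read at 0 and 20 minutes. The preceding 5-minute room-temperature reaction used 2 nM LDHA, 0.2 mM sodium pyruvate and 0.06 mM NADH at pH 7.4.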
Starred values were filed as active, the others as inactive. The list is partial. The share of hits here may be higher or lower than overall.

SMILES	PI4K2A block	LDHA inh
O=C(C[n+]1cccc(C(=O)Nc2ccccc2)c1)c1ccc(Cl)cc1	-1	5
CCS(=O)(=O)N1Cc2cc(C(=O)N(C)C)nc(-c3cccc(-c4ccc(F)cc4)c3)c2[C@@H]1CCO	3	-6
Cc1cc2nc(-c3ccc(F)cc3)c(Cc3ccsc3)n2c(C)c1Br	3	-8
O=C(Nc1ccc2c(c1)OCCO2)C1C(c2ccccc2)=Nc2ccccc2N1C(=O)c1cccnc1 (configuration not stated)	1	9
COC(=O)[C@@]1(Cc2ccc(OC)cc2)[C@H]2c3cc(C(=O)N4CCCC4)n(CCc4ccc(OC)c(Br)c4)c3C[C@H]2CN1C(=O)c1ccccc1	-3	4
CCCCn1nnnc1C(c1ccccc1)N1CCN(C(=O)C2CCCO2)CC1 (configuration not stated)	5	-1
Cc1cc(Br)c2c(c1)[C@](O)(c1cn(C)c3ccccc13)C(=O)N2C	0	1
COC(=O)C1=CN(c2cccc(OCc3ccccc3)c2)C(N)=C(C#N)C1c1cccc(F)c1 (configuration not stated)	-2	-1
CCCCOCCCNC(=O)C[C@@H]1C[C@@]2(C(=O)OC)CCCCC=C2N(Cc2ccco2)C1=O	-1	0
CCOC(=O)[C@]12CCCC=C1N(Cc1ccc3c(c1)OCO3)C(=O)[C@H](CC(=O)NCCc1ccccc1OC)C2	3	-3
CCNC(=O)c1cc2c(c(-c3cccc(-c4cc5ccccc5o4)c3)n1)[C@H](CCO)N(C(=O)NC(C)C)C2	2	-7
COC(=O)C[C@H]1CC[C@@H](NC(=O)Nc2c(C)noc2C)[C@@H](CO)O1	-3	-1
COc1ccc(CN2C(=O)c3cccc4cccc(c34)C2c2nc3ccccc3[nH]2)cc1 (configuration not stated)	-10	0
O=C(NCCc1ccc2c(c1)OCO2)Oc1ccccc1	-5	7
O=C1NC[C@H](CCCCN2C[C@H](Cc3ccc(O)cc3)N(Cc3ccccc3)C(=O)C2=O)N(Cc2ccccc2)C1=O	3	-3
C#CCNC(=O)C[C@@H]1C[C@@]2(C(=O)OC)CC(C)(C)CC=C2N(CCCCCCCC)C1=O	-3	6
CC(=O)O[C@@H](Cc1ccc(O)cc1)C(=O)CC(C)C	4	2
CC1(c2nnnn2Cc2ccccc2)CCC(=O)N1Cc1cccnc1 (configuration not stated)	0	-2
CCC(C(=O)NC1CCCC1)n1c(-c2ccnc3ccccc23)nc2ccccc21 (configuration not stated)	1	4
COC(=O)[C@]12CCCCC=C1N(CCC1=CCCCC1)C(=O)[C@H](CC(=O)NCCCN1CCCC1=O)C2	-1	2
CC(C)CNC(=O)C1C(=O)Nc2ccccc2C(=O)N1C1CCCCC1 (configuration not stated)	0	-4
COC(=O)C[C@H]1CC[C@@H](NC(=O)Nc2ccc(C(F)(F)F)cc2)[C@@H](CO)O1	5	-11
COC(=O)[C@]1(Sc2ccc(C)cc2)CC(=O)N[C@@H]1c1ccco1	-9	0
Cc1cccc(C)c1NC(=O)C1(C)CN(S(C)(=O)=O)CC(=O)N1CCc1ccccc1F (configuration not stated)	-11	3
O=C1c2ccccc2C(c2nnnn2Cc2ccccc2)N1Cc1cccnc1 (configuration not stated)	-1	-3

Brought forward from above: 2 compounds, then new ones.
SMILES	PI4K2A block	LDHA inh
Cc1cccc(C)c1NC(=O)C1(C)CN(S(C)(=O)=O)CC(=O)N1CCc1ccccc1F (configuration not stated)	-11	3
O=C1c2ccccc2C(c2nnnn2Cc2ccccc2)N1Cc1cccnc1 (configuration not stated)	-1	-3
O=C(NCc1ccccc1)C(c1ccc(-c2ccccc2)cc1)n1c(=O)c(-c2ccco2)nc2ccccc21 (configuration not stated)	-21	-2
COC(=O)[C@]12CCCCC=C1N(Cc1cccc3ccccc13)C(=O)[C@H](CC(=O)NCc1ccc(C)o1)C2	-2	0
O=C(Nc1c(-c2ccccc2)[nH][nH]c1=O)c1ccccc1	-22	6
CCOC(=O)[C@]12CCCC=C1N(Cc1cccc3ccccc13)C(=O)[C@H](CC(=O)N1CCC(c3ccccc3)CC1)C2	0	-4
C[C@H](NC(=O)[C@@H]1CCCN1C(=O)[C@@H]1CCCN1C(=O)OC(C)(C)C)c1ccccc1	2	-1
Cn1cncc1C#Cc1ccc(N2C(c3ccsc3)=Cc3ccc(F)cc3C2c2c[nH]c3ccccc23)cc1 (configuration not stated)	-2	1
C[C@@H]1COc2cccc(N3CCSCC3)c2S(=O)(=O)N1	-1	-9
O=C(OCC#CCSc1nnc(-c2cccc3ncccc23)o1)c1ccc(F)cc1	-4	-1
COC(=O)C[C@@H]1C=C[C@@H](NC(=O)Nc2cccc(F)c2)[C@@H](CO)O1	4	-1
COCCCN1C(=O)C(CC(=O)NCCc2ccccn2)CC(C(=O)N2CCCCCC2)=C1C (configuration not stated)	3	4
CCCC(=O)Nc1ccc2c(c1)C(=O)N(C)C[C@@H](OC)[C@H](C)CN(Cc1ccc(-c3ccccn3)cc1)[C@@H](C)CO2	2	2
COc1ccc(-c2c(-c3ccsc3)oc3c2C(O)CCC3)cn1 (configuration not stated)	0	-1
COc1ccc(C2=Nc3ccccc3N(C(=O)c3ccc4ncccc4c3)C2C(=O)NC2CCCC2)cc1 (configuration not stated)	-4	4
COc1ccc(C(C(=O)Nc2ccc(F)cc2)N2CCN(C(=O)c3ccco3)CC2)cc1 (configuration not stated)	0	1
C[C@@H](c1ccccc1)N1C[C@@H](COCc2ccccc2)Oc2cc(N3CC[C@H](O)C3)ccc2S1(=O)=O	3	2
COC(=O)[C@]12CCCCC=C1N(Cc1cccc3ccccc13)C(=O)[C@H](CC(=O)NCCc1ccccc1OC)C2	3	-6
Cc1cccc(C)c1-n1nnnc1C1(C)CCC(=O)N1Cc1cccnc1 (configuration not stated)	-1	-4
C#CCNC(=O)C[C@@H]1C[C@@]2(C(=O)OCC)CCCC=C2N(Cc2ccc3c(c2)OCO3)C1=O	-7	3
N#Cc1ccc(C(C(=O)Nc2ccc3c(c2)OCCO3)n2c(=O)c(-c3ccco3)nc3ccccc32)cc1 (configuration not stated)	-5	0
CC(C)c1cc(C(=O)NCCc2cccs2)c(N)s1	-3	-7
Oc1ccc(C[C@H]2CN([C@@H](Cc3ccccc3)CN3CCCC3CN3C(=S)NC[C@@H]3Cc3ccccc3)C(=S)N2CCc2ccccc2)cc1 (some centres not stated)	6	-4
COc1cc(OC)cc(-c2c(Sc3ccccc3)c3cc(-c4ccc(SC)cc4)ccc3n2C)c1	1	0
O=C(N[C@@H]1CC[C@H](CCn2cc(-c3ccccn3)nn2)O[C@@H]1CO)c1ccncc1	1	-1
CC1(C(=O)NCc2ccccc2)CSCC(=O)N1CCc1c[nH]c2ccccc12 (configuration not stated)	-3	1
CC1(C)Cc2cccc(OC(=O)NC3CCCCC3)c2O1	-1	-7

Continuation.
SMILES	PI4K2A block	LDHA inh
COC(=O)[C@@]1(Sc2ccc(C)cc2)CC(=O)N(C(=O)C2CC2)[C@@H]1c1ccccc1	-1	-3
CCCCCCCCN1C(=O)[C@H](CC(=O)N2CCCC2)C[C@@]2(C(=O)OC)CCCCC=C12	-1	6
COC(=O)C[C@H]1C=C[C@H](NC(=O)Nc2ccccc2OC)[C@@H](CO)O1	1	-5
Nc1[nH]c(C(=O)c2ccccc2)c(-c2ccc(Cl)c(F)c2)c1C(=O)NCCc1c[nH]c2ccccc12	0	1
COc1cccc(C(=O)N2CCC[C@H]2C(=O)N2CCC[C@H]2C(=O)NCc2ccncc2)c1	3	-2
Nc1[nH]c(C(=O)c2ccccc2)c(-c2ccccc2C(F)(F)F)c1C(=O)c1cccs1	-3	8
O=C(NCc1ccccc1)C1c2ccccc2OCC(=O)N1Cc1ccccc1 (configuration not stated)	0	-7
C#CCNC(=O)C[C@@H]1C[C@@]2(C(=O)OC)CCCCC=C2N(CCC2=CCCCC2)C1=O	-5	0
CCOC(=O)[C@]12CCCC=C1N(Cc1ccc3c(c1)OCO3)C(=O)[C@H](CC(=O)N1CCSCC1)C2	2	2
CC(C)(C)C(c1nc2ccccc2[nH]1)n1c(-c2ccsc2)nc2ccccc21 (configuration not stated)	-13	5
Oc1ccc(CNc2cccc(F)c2)c2cccnc12	1	36
CCOC(=O)c1cc2ccccc2n1C1CCN(CCc2ccccc2)CC1	-3	-1
CCCNC(=O)N[C@H]1C=C[C@H](CC(=O)NC2CCCCC2)O[C@@H]1CO	-3	2
COC(=O)[C@]12CCCCC=C1N(CCC1=CCCCC1)C(=O)[C@H](CC(=O)NCCCCc1ccccc1)C2	6	1
CCC(C)CN1C(=O)CSCC1(C)C(=O)Nc1ccc2c(c1)OCCO2 (configuration not stated)	5	2
COC(=O)C[C@@H]1C=C[C@@H](NC(=O)c2ccccc2F)[C@@H](CO)O1	4	-5
CCOC(=O)[C@]12CCC=C1N(Cc1cccc3ccccc13)C(=O)[C@H](CC(=O)NCc1cccc3ccccc13)C2	11	-4
O=C1C=C(OCCF)CC(c2cccc([N+](=O)[O-])c2)O1 (configuration not stated)	1	-4
CCOC(=O)c1cc(-c2ccc(N3C(c4ccsc4)=Cc4ccccc4C3CC(C)=O)cc2)cc([N+](=O)[O-])c1 (configuration not stated)	1	12
COc1ccc(Nc2c(CC(C)C)nc3nc(C)cc(C)n23)cc1	-3	5
COc1ccc(OC)c(CN2C(=O)c3ccccc3C2c2nnnn2C2CCCC2)c1 (configuration not stated)	-3	0
COc1ccc(C(=O)C(OP(=O)(OC)OC)c2ccccc2OC)cc1 (configuration not stated)	1	-4
Cc1ccc(-c2nc3ccc(C)cn3c2Cc2cccc(Cl)c2)cc1	7	0
O=C1NC[C@@H](CCCCN2CCN(Cc3ccccc3)C(=O)C2=O)N(CC2CCCCC2)C1=O	2	-5
CCOC(=O)N1CCN(C(=O)C[C@@H]2C[C@@]3(C(=O)OC)CC(C)(C)CC=C3N(Cc3cccc4ccccc34)C2=O)CC1	3	3

Quoted from above, two compounds:
SMILES	PI4K2A block	LDHA inh
Oc1ccc(CNc2cccc(F)c2)c2cccnc12	1	36
CCOC(=O)c1cc2ccccc2n1C1CCN(CCc2ccccc2)CC1	-3	-1

The main list resumes with the 3 entries that preceded the break.
SMILES	PI4K2A block	LDHA inh
Cc1ccc(-c2nc3ccc(C)cn3c2Cc2cccc(Cl)c2)cc1	7	0
O=C1NC[C@@H](CCCCN2CCN(Cc3ccccc3)C(=O)C2=O)N(CC2CCCCC2)C1=O	2	-5
CCOC(=O)N1CCN(C(=O)C[C@@H]2C[C@@]3(C(=O)OC)CC(C)(C)CC=C3N(Cc3cccc4ccccc34)C2=O)CC1	3	3
O=C1CCC(OCc2ccccc2)CCN1[C@H](CSc1ccccc1)Cc1ccccc1 (some centres not stated)	-1	-1
CC1(c2nnnn2Cc2ccccc2)CCC(=O)N1CC1CCCCC1 (configuration not stated)	-4	-7
CC(=O)Nc1cccc(-c2nc3ccccc3n2C(C(=O)NC(C)(C)C)C2CC2)c1 (configuration not stated)	0	-8
CCCCNC(=O)C1C(c2ccc(C(F)(F)F)cc2)=Nc2ccccc2N1C(=O)C1CCN(C(C)=O)CC1 (configuration not stated)	-1	2
CCCCC[C@@H](C)N1C[C@H](COCc2ccccc2)Oc2cc(N3CC[C@H](N(C)C)C3)ccc2S1(=O)=O	-4	-2
CC1(C(=O)Nc2ccc3c(c2)OCCO3)CN(S(C)(=O)=O)CC(=O)N1Cc1cccc(F)c1 (configuration not stated)	-3	2
CC(C)(C)NC(=O)C(c1ccc(-c2ccccc2)cc1)n1c(=O)c(-c2ccco2)nc2ccccc21 (configuration not stated)	-11	-14
O=C1NC[C@@H](CCCCN2C[C@H](Cc3ccc(O)cc3)N(Cc3ccccc3)C(=O)C2=O)N(CC2CCCCC2)C1=O	3	-1
CCCCCCN1CCN(C2CN(Cc3cn(Cc4cccc(Cl)c4)nn3)S(=O)(=O)C2)CC1 (configuration not stated)	-4	2
O=C(NCc1ccc(F)cc1F)[C@@H]1CCCN1C(=O)[C@@H]1CCCN1C(=O)c1cccc(Cl)c1	-2	1
COc1cccc(CNC(=O)[C@@H]2CCCN2C(=O)[C@H]2CCCCN2C(=O)c2ccccc2)c1	0	-4
O=C(OCC#CCSc1nnc(-c2cccc3ccccc23)o1)c1ccc(SC(F)(F)F)cc1	2	0
CC(C)c1cc(Cn2c3ccccc3c(=O)n2C(C)Cn2cc(COc3ccccc3)nn2)on1 (configuration not stated)	1	-5
COc1ccc(-c2oc3c(c2-c2cnc(OC)nc2)C(O)CC3)cc1 (configuration not stated)	2	5

Full records, looked up by structure. Values in the order: PI4K2A block	LDHA inh
O=C1NC[C@@H](CCCCN2C[C@H](Cc3ccc(O)cc3)N(Cc3ccccc3)C(=O)C2=O)N(CC2CCCCC2)C1=O in the list: 3	-1
CCCCC[C@@H](C)N1C[C@H](COCc2ccccc2)Oc2cc(N3CC[C@H](N(C)C)C3)ccc2S1(=O)=O in the list: -4	-2
CCCCCCN1CCN(C2CN(Cc3cn(Cc4cccc(Cl)c4)nn3)S(=O)(=O)C2)CC1 (configuration not stated) in the list: -4	2
CC1(C(=O)Nc2ccc3c(c2)OCCO3)CN(S(C)(=O)=O)CC(=O)N1Cc1cccc(F)c1 (configuration not stated) in the list: -3	2
CC(=O)Nc1cccc(-c2nc3ccccc3n2C(C(=O)NC(C)(C)C)C2CC2)c1 (configuration not stated) in the list: 0	-8
